Assay outcomes from PubChem.
Cdc42 wt GTP: modulators of GTP binding to wildtype Cdc42, primary screen, biochemical, multiplex bead flow cytometry, Bodipy-GTP. Cell division control protein 42 homolog (Homo sapiens), P60953. GST-Cdc42 beads; actives lie on both sides. percent activity (GTP binding), % at 10 µM. hit rate 0.2% among 190,000. AID 761, 2007;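 active means percent activity GTP binding at least 20 points away from the 100% baseline, either down as inhibitor or up as activator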;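 further: median bead fluorescence of bound Bodipy-FL-GTP at 100 nM; 0% = excess unlabeled GTP control and 100% = no compound control; below 100% means less GTP binding so inhibitor and above means activator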
Target sequence (P60953 whole entry, looked up): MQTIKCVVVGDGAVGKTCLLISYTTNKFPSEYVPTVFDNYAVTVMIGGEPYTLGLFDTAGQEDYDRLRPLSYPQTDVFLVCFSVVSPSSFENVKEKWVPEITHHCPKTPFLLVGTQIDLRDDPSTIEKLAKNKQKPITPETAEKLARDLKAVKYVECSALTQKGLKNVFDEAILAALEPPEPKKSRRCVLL
Rab7 wt GTP bind: modulators of GTP binding to Rab7, primary screen, biochemical, wildtype, multiplex bead flow cytometry. Rab7 GTPase wild type (dog), Bodipy-FL-GTP binding. GST-Rab7 beads, fluorescent GTP binding; actives lie on both sides; untreated = 100%, excess cold GTP = 0%. GTP binding activity (percent of control), % at 10 µM. hit rate 0.055% among 190,000. AID 758, 2007;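 active means fluorescent GTP binding to Rab7 beads changed by at least 20 points from the 100% baseline, either direction, mostly lower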;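 further: median green fluorescence of bound Bodipy-FL-GTP per Rab7 bead population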
Rab2 wt GTP: modulators of GTP binding to Rab2A wildtype, primary screen, biochemical, dog, bead-based flow cytometry, multiplex. Ras-related protein Rab-2A (Canis lupus familiaris), P61105. GST-Rab2 wt beads, Bodipy-GTP binding. GTP binding activity, % at 10 µM. hit rate 0.19% among 190,000. AID 760, 2007;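 active means GTP binding activity at least 20 points away from 100%, either lowered or raised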;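 further: 0% = beads with excess unlabeled GTP and 100% = no-compound control corrected for plate trend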
Mcl1 Bid PPI: Mcl-1/Bid binding inhibitors, primary screen, biochemical, TR-FRET, 1536-well; Induced myeloid leukemia cell differentiation protein Mcl-1 (Homo sapiens), Q07820; TR-FRET Mcl-1/Bid-Dy647 peptide binding; inhibition, % at 21.7 µM; hit rate 0.97% among 220,000; AID 1021, 2008;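 active means compounds that cut the binding signal by more than half at the single screening dose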;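 further: His-tagged Mcl-1 with europium anti-His antibody binding Bid BH3 peptide; 0% = Mcl-1 plus peptide wells and 100% = peptide-only wells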
Target sequence (Q07820 whole entry, looked up): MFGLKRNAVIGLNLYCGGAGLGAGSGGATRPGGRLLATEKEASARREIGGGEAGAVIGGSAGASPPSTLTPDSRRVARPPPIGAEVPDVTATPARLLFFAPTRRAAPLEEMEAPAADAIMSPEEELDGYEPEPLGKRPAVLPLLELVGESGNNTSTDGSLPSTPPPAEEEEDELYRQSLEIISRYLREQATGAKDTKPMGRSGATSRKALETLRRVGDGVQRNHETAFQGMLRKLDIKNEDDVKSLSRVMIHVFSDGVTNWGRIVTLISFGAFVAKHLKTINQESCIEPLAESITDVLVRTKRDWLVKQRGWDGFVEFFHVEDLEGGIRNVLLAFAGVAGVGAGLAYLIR
Rac1 act GTP bind: GTP binding modulators of activated mutant Rac1, primary screen, biochemical, bead-based flow cytometry, multiplex, fluorescent GTP; GST-Rac1 activated beads; actives lie on both sides; 100% means binding = to untreated wells; percent activity (GTP binding), % at 10 µM; hit rate 0.11% among 190,000; AID 764, 2007;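 active means GTP binding at least 20 percentage points away from the 100% baseline, in either direction, so actives lie on both sides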
Mcl1 Noxa PPI: Mcl-1/Noxa binding inhibitors, primary screen, biochemical, TR-FRET, 1536-well. Induced myeloid leukemia cell differentiation protein Mcl-1 (Homo sapiens), Q07820. TR-FRET Mcl-1/Noxa peptide binding, 2 h. inhibition, % at 21.7 µM. hit rate 1.5% among 220,000. AID 1022, 2008;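 active means compounds that cut the protein-peptide binding signal by more than 50% relative to plate controls in a single-dose test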;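 further: His-tagged Mcl-1 with rhodamine Noxa BH3 peptide and terbium anti-His antibody; 0% = Mcl-1 plus Noxa peptide wells and 100% = peptide-only wells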
Pf gametocyte: late stage P. falciparum gametocyte viability inhibitors, primary screen, ATP luminescence, HTS; P. falciparum stage V gametocytes, 24 h; inhibition, % at 10.9 µM; hit rate 0.065% among 150,000; AID 743093, 2013;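 active means inhibition above the mean plus 3 SD of compounds within the control limits, set per campaign, cut at about 38% in these data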;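 further: 0% = DMSO wells and 100% = medium only without gametocytes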
Rac1 wt GTP bind: wildtype Rac1 GTP binding modulators, primary screen, biochemical, GST-Rac1 beads, flow cytometry, multiplex; Ras-related C3 botulinum toxin substrate 1 (Homo sapiens), P63000; hit rate 0.27% among 190,000; GTP binding activity (% of control), % at 10 µM; fluorescent GTP binding; actives lie on both sides; 0 = cold GTP competed, 100 = untreated;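 active means GTP binding activity at least 20 points away from the 100% control level, either lower or higher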
Avidin bead fluor: green autofluorescence of compounds with avidin beads – biophysical, 488/530 nm, flow cytometry, artefact control, profiling panel; compound fluorescence 488/530 nm; active compounds read high; fluorescence (KMESF) at 10 µM; hit rate 0.38% among 220,000; in the data active means fluorescence above about 47; further: inactives centre near 10
Mcl-1 Bim block: inhibitors of Bim peptide binding to Mcl-1, primary screen, biochemical, bead-based flow cytometry, multiplex. Bim peptide-Mcl-1 binding. inhibition, % at 10 µM. hit rate 0.1% among 190,000. AID 1009, 2008; in the data active means inhibition above about 40%;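 further: 0% = no compound tracer wells and 100% = peptide blocker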
HRas wt GTP: modulators of GTP binding to HRas wildtype, primary screen, biochemical, bead-based flow cytometry, multiplex | GTPase HRas (Homo sapiens), P01112 | hit rate 0.14% among 190,000 | GST-Ras wt beads, Bodipy-FL-GTP binding; actives lie on both sides | GTP binding activity, % at 10 µM | AID 759, 2007;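 active means GTP binding activity at least 20% away from the 100% baseline, either lowered as inhibitor or raised as activator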;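 further: 0% = unlabeled GTP competition control and 100% = no-compound control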
Target sequence (P01112 whole entry, looked up): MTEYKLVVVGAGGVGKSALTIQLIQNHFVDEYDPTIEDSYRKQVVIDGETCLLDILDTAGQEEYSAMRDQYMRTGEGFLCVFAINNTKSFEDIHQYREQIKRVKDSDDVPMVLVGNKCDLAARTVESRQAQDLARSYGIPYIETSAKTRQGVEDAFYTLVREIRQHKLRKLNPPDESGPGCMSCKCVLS
* = called active by the depositor.

For Cc1ccc(CN2CCC(CO)(CC3CCCCO3)CC2)o1 (centres undefined) the results were Cdc42 wt GTP 93, Rab7 wt GTP bind 102, Rab2 wt GTP 94, Mcl1 Bid PPI -41, Rac1 act GTP bind 94, Mcl1 Noxa PPI -1, Pf gametocyte -5, Rac1 wt GTP bind 94, Avidin bead fluor 5, Mcl-1 Bim block 5 and HRas wt GTP 94.
O=C(c1cccc(F)c1)N(Cc1nc2ccccc2c(=O)[nH]1)C1CCCC1 was read as Cdc42 wt GTP 99, Rab7 wt GTP bind 95, Rab2 wt GTP 97, Mcl1 Bid PPI -12, Rac1 act GTP bind 97, Mcl1 Noxa PPI 12, Pf gametocyte 29, Rac1 wt GTP bind 101, Avidin bead fluor 8, Mcl-1 Bim block -1 and HRas wt GTP 96.
For CCSc1nnc(NC(=O)C2CC=CCC2C(=O)O)s1 (centres undefined) the results were Cdc42 wt GTP 103, Rab7 wt GTP bind 101, Rab2 wt GTP 101, Mcl1 Bid PPI -11, Rac1 act GTP bind 97, Mcl1 Noxa PPI 15, Rac1 wt GTP bind 98, Avidin bead fluor 35, Mcl-1 Bim block -1 and HRas wt GTP 102.
`O=C(Nc1cccc(F)c1)c1ccc(CSc2ccccc2)o1` gave Cdc42 wt GTP 94, Rab7 wt GTP bind 97, Rab2 wt GTP 93, Mcl1 Bid PPI -13, Rac1 act GTP bind 95, Mcl1 Noxa PPI 10, Pf gametocyte -13, Rac1 wt GTP bind 95, Avidin bead fluor 3, Mcl-1 Bim block -2 and HRas wt GTP 95.
`Cc1ccc(CSc2nnc(C)c(=O)[nH]2)cc1` gave Cdc42 wt GTP 99, Rab7 wt GTP bind 93, Rab2 wt GTP 101, Mcl1 Bid PPI -5, Rac1 act GTP bind 94, Mcl1 Noxa PPI 13, Pf gametocyte 0, Rac1 wt GTP bind 97, Avidin bead fluor 8, Mcl-1 Bim block -3 and HRas wt GTP 94.
Cc1oc(-c2ccccc2)nc1C(=O)OCC(=O)NC(=O)NCC(C)C was read as Cdc42 wt GTP 101, Rab7 wt GTP bind 100, Rab2 wt GTP 98, Mcl1 Bid PPI -9, Rac1 act GTP bind 98, Mcl1 Noxa PPI 17, Rac1 wt GTP bind 102, Avidin bead fluor 4, Mcl-1 Bim block 0 and HRas wt GTP 100.
For O=C(c1cccc(S(=O)(=O)NCCOc2ccccc2)c1)N1CCN(c2ncccn2)CC1 the results were Cdc42 wt GTP 104, Rab7 wt GTP bind 103, Rab2 wt GTP 103, Mcl1 Bid PPI -2, Rac1 act GTP bind 99, Mcl1 Noxa PPI 14, Pf gametocyte 9, Rac1 wt GTP bind 104, Avidin bead fluor 38, Mcl-1 Bim block -5 and HRas wt GTP 104.
For O=[N+]([O-])c1ccc(Oc2ccc(F)cc2Br)c2ccncc12 the results were Cdc42 wt GTP 107, Rab7 wt GTP bind 105, Rab2 wt GTP 104, Mcl1 Bid PPI 25, Rac1 act GTP bind 99, Mcl1 Noxa PPI 21, Pf gametocyte 12, Rac1 wt GTP bind 112, Avidin bead fluor 12, Mcl-1 Bim block -6 and HRas wt GTP 105.
For Cc1ncoc1C(=O)N1CCCC(CCC(=O)NCc2ccccc2F)C1 (centres undefined) the results were Cdc42 wt GTP 97, Rab7 wt GTP bind 96, Rab2 wt GTP 96, Mcl1 Bid PPI -12, Rac1 act GTP bind 95, Mcl1 Noxa PPI 1, Pf gametocyte -10, Rac1 wt GTP bind 97, Avidin bead fluor 6, Mcl-1 Bim block -5 and HRas wt GTP 97.
Screening CC(C)OC(=O)CSc1nc2cccnc2n1-c1ccc(F)cc1 returned Cdc42 wt GTP 105, Rab7 wt GTP bind 98, Rab2 wt GTP 104, Mcl1 Bid PPI -4, Rac1 act GTP bind 100, Mcl1 Noxa PPI -10, Rac1 wt GTP bind 103, Avidin bead fluor 7, Mcl-1 Bim block -1 and HRas wt GTP 105.
CCOC(=O)C1CCCN(c2ccc(NC(=O)c3snc4c(=O)[nH]c(C)nc34)cc2)C1 (centres undefined) was read as Cdc42 wt GTP 96, Rab7 wt GTP bind 102, Rab2 wt GTP 98, Mcl1 Bid PPI 2, Rac1 act GTP bind 99, Mcl1 Noxa PPI 84*, Pf gametocyte 2, Rac1 wt GTP bind 97, Avidin bead fluor 12, Mcl-1 Bim block 0 and HRas wt GTP 99.
Screening C=CCn1cccc(C(=O)Nc2ccc(OC)c(OC)c2)c1=O returned Cdc42 wt GTP 96, Rab7 wt GTP bind 99, Rab2 wt GTP 98, Mcl1 Bid PPI -10, Rac1 act GTP bind 100, Mcl1 Noxa PPI 8, Pf gametocyte -5, Rac1 wt GTP bind 103, Avidin bead fluor 23, Mcl-1 Bim block -1 and HRas wt GTP 99.
For COc1cc(NC(=O)COC(=O)/C=C/c2c(C)nn(-c3ccc(F)cc3)c2Cl)cc(OC)c1 the results were Cdc42 wt GTP 100, Rab7 wt GTP bind 99, Rab2 wt GTP 98, Mcl1 Bid PPI -30, Rac1 act GTP bind 98, Mcl1 Noxa PPI -11, Pf gametocyte -26, Rac1 wt GTP bind 102, Avidin bead fluor 10, Mcl-1 Bim block -3 and HRas wt GTP 100.
`COc1ccc(C(CC(=O)NCc2ccco2)c2ccc(F)cc2)cc1` (centres undefined) gave Cdc42 wt GTP 103, Rab7 wt GTP bind 107, Rab2 wt GTP 106, Mcl1 Bid PPI -21, Rac1 act GTP bind 99, Mcl1 Noxa PPI 1, Pf gametocyte -26, Rac1 wt GTP bind 107, Avidin bead fluor 13, Mcl-1 Bim block -4 and HRas wt GTP 104.
For N#CCC(=O)N/N=C1\CCCCC1C1CCCCC1 (centres undefined) the results were Cdc42 wt GTP 101, Rab7 wt GTP bind 100, Rab2 wt GTP 99, Mcl1 Bid PPI -14, Rac1 act GTP bind 99, Mcl1 Noxa PPI -1, Pf gametocyte 14, Rac1 wt GTP bind 103, Avidin bead fluor 6, Mcl-1 Bim block -3 and HRas wt GTP 97.
COC(=O)c1ccccc1NC(=O)CSc1ccccn1 was read as Cdc42 wt GTP 94, Rab7 wt GTP bind 94, Rab2 wt GTP 91, Mcl1 Bid PPI 3, Rac1 act GTP bind 92, Mcl1 Noxa PPI 6, Rac1 wt GTP bind 93, Avidin bead fluor 17, Mcl-1 Bim block 0 and HRas wt GTP 94.
COc1ccccc1C1=Nn2c(COc3ccccc3)nnc2SC1 was read as Cdc42 wt GTP 91, Rab7 wt GTP bind 95, Rab2 wt GTP 92, Mcl1 Bid PPI -39, Rac1 act GTP bind 93, Mcl1 Noxa PPI -2, Rac1 wt GTP bind 96, Avidin bead fluor 7, Mcl-1 Bim block -11 and HRas wt GTP 94.
Screening CCCNS(=O)(=O)c1ccc(Oc2ncc(C(F)(F)F)cc2Cl)cc1 returned Cdc42 wt GTP 105, Rab7 wt GTP bind 101, Rab2 wt GTP 102, Mcl1 Bid PPI -3, Rac1 act GTP bind 103, Mcl1 Noxa PPI 7, Pf gametocyte 6, Rac1 wt GTP bind 102, Avidin bead fluor 2, Mcl-1 Bim block 0 and HRas wt GTP 102.
Screening COC(=O)c1oc2ccc(Br)cc2c1NC(=O)c1ccccc1 returned Cdc42 wt GTP 97, Rab7 wt GTP bind 94, Rab2 wt GTP 96, Mcl1 Bid PPI -9, Rac1 act GTP bind 96, Mcl1 Noxa PPI 9, Pf gametocyte 14, Rac1 wt GTP bind 95, Avidin bead fluor 7, Mcl-1 Bim block -1 and HRas wt GTP 98.
`COc1ccc(OC)c(C=Nc2ccccc2-c2nc3ccccc3[nH]2)c1` gave Cdc42 wt GTP 100, Rab7 wt GTP bind 100, Rab2 wt GTP 101, Mcl1 Bid PPI -16, Rac1 act GTP bind 101, Mcl1 Noxa PPI 21, Pf gametocyte 12, Rac1 wt GTP bind 104, Avidin bead fluor 9, Mcl-1 Bim block 1 and HRas wt GTP 100.
O=C(Nc1ccc(Nc2ccccc2)cc1)C(Cl)(Cl)Cl was read as Cdc42 wt GTP 94, Rab7 wt GTP bind 94, Rab2 wt GTP 99, Mcl1 Bid PPI -72, Rac1 act GTP bind 98, Mcl1 Noxa PPI 47, Rac1 wt GTP bind 101, Avidin bead fluor 12, Mcl-1 Bim block -7 and HRas wt GTP 97.
Screening O=C(CCCn1c(=O)oc2ccccc21)Nc1cccnc1 returned Cdc42 wt GTP 104, Rab7 wt GTP bind 104, Rab2 wt GTP 103, Mcl1 Bid PPI -11, Rac1 act GTP bind 101, Mcl1 Noxa PPI 0, Rac1 wt GTP bind 107, Avidin bead fluor 3, Mcl-1 Bim block -3 and HRas wt GTP 103.
Screening CCOC(=O)N1CCC2(CC1)CC(=O)c1c(ccc3oc(C(=O)O)c(C)c13)O2 returned Cdc42 wt GTP 105, Rab7 wt GTP bind 98, Rab2 wt GTP 102, Mcl1 Bid PPI 15, Rac1 act GTP bind 98, Mcl1 Noxa PPI 10, Rac1 wt GTP bind 103, Avidin bead fluor 30, Mcl-1 Bim block -1 and HRas wt GTP 103.
For [O-][n+]1onc2c1CCc1nnccc1-2 the results were Cdc42 wt GTP 104, Rab7 wt GTP bind 104, Rab2 wt GTP 104, Mcl1 Bid PPI -5, Rac1 act GTP bind 99, Mcl1 Noxa PPI 10, Rac1 wt GTP bind 101, Avidin bead fluor 11, Mcl-1 Bim block -6 and HRas wt GTP 105.
Screening O=C(O)CCn1c(=O)n(CCC(=O)O)c(=O)n(CCC(=O)O)c1=O returned Cdc42 wt GTP 97, Rab7 wt GTP bind 100, Rab2 wt GTP 96, Mcl1 Bid PPI 18, Rac1 act GTP bind 97, Mcl1 Noxa PPI 26, Pf gametocyte -10, Rac1 wt GTP bind 99, Avidin bead fluor 5, Mcl-1 Bim block -4 and HRas wt GTP 97.
`C=CCOC(=O)C1=C(C)NC(=O)NC1c1ccc(Cl)cc1` (centres undefined) gave Cdc42 wt GTP 98, Rab7 wt GTP bind 100, Rab2 wt GTP 100, Mcl1 Bid PPI -6, Rac1 act GTP bind 99, Mcl1 Noxa PPI 2, Rac1 wt GTP bind 100, Avidin bead fluor 9, Mcl-1 Bim block 2 and HRas wt GTP 101.
